Mot1-301 SUMO: yeast Mot1-301 growth rescue at high temperature, primary screen, SUMOylation pathway inhibitor project, S. cerevisiae, ATP luminescence, 38.5C. 320,000 compounds, 1% hits. S. cerevisiae Mot1-301 growth rescue; percent above DMSO median, 100 means doubled. AID 2716, 2010. growth rescue, % at 18.8 µM;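 active = every valid replicate shows activation above 250% relative to neutral control wells; inactive = the rest, any valid replicate at or below 250%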;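 also: OY570 slx delta 5 strain wells were the positive control but not used for scaling; some compounds called inactive have numbers as strong as hits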
PfHsp90 set2: growth inhibition of PfHsp90-expressing yeast, primary screen, antimalarial PfHsp90 inhibitor project, S. cerevisiae, BacTiter-Glo luminescence, single point, set 2. BacTiter-Glo ATP, 48 h; yeast lacking PDR1 and PDR3 efflux regulators. inhibition, % at 9.4 µM. 310,000 compounds, 0.32% hits;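 active = every replicate shows inhibition above about 80%, whatever the replicate mean, limit read from the data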;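 also: 0% = DMSO neutral controls and 100% = 20 µM radicicol positive controls; yeast relying on Plasmodium falciparum Hsp90 in place of its own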
LANA DNA inh: inhibitors of KSHV C-LANA binding to DNA, primary screen, biochemical, fluorescence polarization, FAM-LBS DNA, MBP-C-LANA, single point | Kaposi's sarcoma herpesvirus LANA C-terminal domain (residues 932-1162) DNA binding | inhibition, % at 9 µM | 340,000 compounds, 0.078% hits | AID 504423, 2011;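 active = highest replicate inhibition at or above 60% at 9 µM, even if other replicates fall short; inactive = all replicates below 60% inhibition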;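 also: 0% = neutral control wells and 100% = 4 µM acridine orange control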
Cardiac RTF inh: cardiac RTF calcium sensitivity inhibitors, primary screen, biochemical, IANBD-TnC fluorescence, EC70 calcium; Troponin I, cardiac muscle (Homo sapiens) + Troponin T, cardiac muscle (Homo sapiens) + …; IANBD-labeled cardiac RTF, Ca2+ fluorescence; inhibition, % at 7.15 µM; 340,000 compounds, 0.12% hits; AID 493244, 2011;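 active = inhibition above the mean inhibition of all tested compounds plus 3 SD, cut at about 17% in these data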;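 also: assay run at fixed EC70 calcium of 1.6 mM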
Rtt109 HAT inh: inhibitors of C. albicans Rtt109/Vps75 HAT, primary screen, biochemical, ThioGlo CoA-SH fluorescence, plate reader | 330,000 compounds, 0.16% hits | Histone acetyltransferase RTT109 (Candida albicans (strain SC5314 / ATCC MYA-2876)), … | inhibition, % at 34.9 µM | purified Rtt109/Vps75, 4 h;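 active = inhibition of at least 50% in every replicate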
RTF Ca sens act: cardiac RTF calcium sensitivity activators, primary screen, biochemical, IANBD-TnC fluorescence, EC20 calcium | AID 493008, 2010 | Troponin I, cardiac muscle (Homo sapiens) + Troponin T, cardiac muscle (Homo sapiens) + … | 340,000 compounds, 0.24% hits | IANBD-labeled TnC RTF fluorescence at EC20 calcium; 0% EC20 calcium, 100% full calcium | activation, % at 7.2 µM;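 active = activation above the mean over all tested compounds plus 3 SD, cut at about 30% in these data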;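 also: rise in fluorescence read as greater calcium sensitivity of cardiac thin filaments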
NSD2 inh: NSD2 histone methyltransferase inhibitors, primary screen, biochemical, AlphaScreen, single concentration, set 2; 310,000 compounds, 0.54% hits; NSD2 peptide methylation, 120 min; inhibition, % at 12.5 µM; Histone-lysine N-methyltransferase NSD2 (Homo sapiens), O96028; in the data active = inhibition above about 50%
Keap1 Nrf2 FP: Keap1-Nrf2 protein-protein interaction inhibitors, primary screen, biochemical, fluorescence polarization, single point; Keap1 Kelch-Nrf2 peptide fluorescence polarization, 1536-well; inhibition, % at 9.4 µM; 340,000 compounds, 0.15% hits; in the data active = inhibition above about 12%;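 also: human Keap1 Kelch domain with fluorescein labeled Nrf2 9mer peptide probe; 0% = neutral control wells and 100% = peptide positive control; higher means more block of Keap1 binding to Nrf2 peptide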
dFosB activator: activators of delta FosB homodimer, primary screen, biochemical, fluorescence polarization, TAMRA-CDK5 oligo, single point. purified delta FosB; percent of positive-control signal above neutral wells. AID 493131, 2011. activation, % at 25 µM. 340,000 compounds, 0.99% hits. Protein FosB (Mus musculus), P13346;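 active = mean activation above about 17%, with every replicate also reaching it, limit read from the data, passing the limit was not always enough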;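 also: fluorescence polarization rise as delta FosB binds a TAMRA Cdk5 AP-1 oligo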
Target sequence (P13346 whole entry, looked up): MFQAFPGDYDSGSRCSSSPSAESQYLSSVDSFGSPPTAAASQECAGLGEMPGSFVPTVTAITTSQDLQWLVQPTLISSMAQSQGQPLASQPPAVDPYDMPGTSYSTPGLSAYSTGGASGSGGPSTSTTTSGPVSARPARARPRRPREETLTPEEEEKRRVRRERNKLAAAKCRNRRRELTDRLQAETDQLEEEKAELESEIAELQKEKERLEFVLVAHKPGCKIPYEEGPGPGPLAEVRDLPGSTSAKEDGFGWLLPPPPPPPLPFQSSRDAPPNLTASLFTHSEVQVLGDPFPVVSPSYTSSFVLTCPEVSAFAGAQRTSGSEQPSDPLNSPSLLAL
CDK5 p35 inh: inhibitors of human CDK5/p35 kinase, primary screen, biochemical, single concentration. inhibition, % at 10 µM. Cyclin-dependent kinase 5 (Homo sapiens) + Cyclin-dependent kinase 5 activator 1 (Homo …. AID 488839, 2010. 330,000 compounds, 0.01% hits. Recombinant CDK5/p35, ADP-Glo luminescence, 60 min;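 active = highest replicate inhibition of at least 50% and at least 75% of replicates reaching 50%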;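 also: plate controls were DMSO neutral control for no effect and GW8510 at 10 µM for full effect; many of its hits are not listed in these tables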
Target sequence (Q00535 whole entry, looked up): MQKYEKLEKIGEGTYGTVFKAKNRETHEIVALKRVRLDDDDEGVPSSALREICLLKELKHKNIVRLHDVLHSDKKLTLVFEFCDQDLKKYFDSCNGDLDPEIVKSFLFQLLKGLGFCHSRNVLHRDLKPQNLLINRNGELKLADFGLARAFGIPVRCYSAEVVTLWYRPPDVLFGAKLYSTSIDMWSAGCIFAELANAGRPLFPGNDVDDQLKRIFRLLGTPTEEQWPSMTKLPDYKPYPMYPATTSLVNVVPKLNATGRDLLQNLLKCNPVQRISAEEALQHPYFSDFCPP
Target sequence (Q15078 whole entry, looked up): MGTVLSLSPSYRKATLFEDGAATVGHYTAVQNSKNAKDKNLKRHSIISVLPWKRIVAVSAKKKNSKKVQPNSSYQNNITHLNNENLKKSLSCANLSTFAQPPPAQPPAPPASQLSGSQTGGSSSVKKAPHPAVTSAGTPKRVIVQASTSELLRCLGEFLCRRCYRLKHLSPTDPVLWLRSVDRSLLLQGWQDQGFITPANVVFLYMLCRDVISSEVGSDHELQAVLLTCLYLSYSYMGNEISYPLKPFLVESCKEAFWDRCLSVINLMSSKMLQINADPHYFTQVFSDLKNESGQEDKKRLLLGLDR
PvdQ inh: P. aeruginosa PvdQ acylase inhibitors, primary screen, biochemical, fluorescence, plate reader and imaging, single point | 340,000 compounds, 0.063% hits | inhibition, % at 10 µM | purified PvdQ acylase | AID 488965, 2010; in the data active = inhibition above about 30%, passing the limit was not always enough;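 also: 0% = vehicle neutral wells and 100% = reference inhibitor wells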
The depositor's hits bear a star; . = no result given.

1. N/C(Cc1ccc([N+](=O)[O-])cc1)=N\OC(=O)Cc1ccc(Cl)cc1
2. CC(=O)N1CCN(C(=O)COc2ccc(Br)cc2)CC1
3. CS(=O)(=O)NCCSc1nnnn1-c1ccccc1
4. Cc1ccc(C)c(N(CC(=O)NC2CCCCC2)C(=O)c2csnn2)c1
5. CCC(C)NCCCOc1c(C)cc(C)cc1Br (configuration not stated)
6. COc1ccc(NC(=O)CN2CCN(CC(=O)Nc3ccc(F)cc3)CC2)c(OC)c1
entry no.	1	2	3	4	5	6
Mot1-301 SUMO	227	201	10	0	9	23
PfHsp90 set2	-11	8	-9	-34	2	-2
LANA DNA inh	0.2	-0.6	4.0	0.0	1.7	0.6
Cardiac RTF inh	-4	5	-7	-14	-20	5
Rtt109 HAT inh	0	28	-5	-1	6	7
RTF Ca sens act	1	3	-1	0	-6	-3
NSD2 inh	0	-3	-4	2	23	-2
Keap1 Nrf2 FP	-1	-3	0	-2	-1	-6
dFosB activator	-6	-5	2	-12	-1	-2
CDK5 p35 inh	-0.1	-0.4	-0.6	1.7	2.2	0.6
PvdQ inh	-14	7	-22	-11	-1	-1

The last four entries of the section above come first, to join the parts:
3. CS(=O)(=O)NCCSc1nnnn1-c1ccccc1
4. Cc1ccc(C)c(N(CC(=O)NC2CCCCC2)C(=O)c2csnn2)c1
5. CCC(C)NCCCOc1c(C)cc(C)cc1Br (configuration not stated)
6. COc1ccc(NC(=O)CN2CCN(CC(=O)Nc3ccc(F)cc3)CC2)c(OC)c1
7. CCOc1ccccc1C(=O)NCC(=O)NCC(C)(C)N1CCOCC1
8. Cc1ccccc1-c1noc(CNC(=O)c2ccco2)n1
9. Cc1ccccc1Nc1nc(N)c2ccccc2n1
10. COc1ccc(S(=O)(=O)N2CCSC2)cc1C
11. CCOc1ccc(C(=O)Nc2ccccc2OC(F)F)cc1
12. O=C(NCCNc1ccc([N+](=O)[O-])cc1C(F)(F)F)c1ccc(F)cc1
entry no.	3	4	5	6	7	8	9	10	11	12
Mot1-301 SUMO	10	0	9	23	-8	7	144	-8	-3	13
PfHsp90 set2	-9	-34	2	-2	8	-33	42	-24	-18	1
LANA DNA inh	4.0	0.0	1.7	0.6	2.8	-0.3	-1.2	0.6	0.4	-1.2
Cardiac RTF inh	-7	-14	-20	5	0	-5	-13	-10	-7	-9
Rtt109 HAT inh	-5	-1	6	7	-5	-7	.	1	-3	4
RTF Ca sens act	-1	0	-6	-3	-2	-2	7	20	-2	-3
NSD2 inh	-4	2	23	-2	-3	-4	.	.	-2	1
Keap1 Nrf2 FP	0	-2	-1	-6	1	-2	-1	-6	-4	4
dFosB activator	2	-12	-1	-2	2	1	-3	-5	6	-7
CDK5 p35 inh	-0.6	1.7	2.2	0.6	-0.8	2.1	12	-4.5	0.5	2.1
PvdQ inh	-22	-11	-1	-1	-2	-3	24	9	-9	5

13. COc1ccccc1OCCC(=O)OCC(=O)NC(C)c1ccccc1 (configuration not stated)
14. O=C(Nc1cc(Br)ccc1O)c1cc(-c2ccccc2)on1
15. CCc1csc(CCNC(=O)C2CCC(=O)N(CCOC)C2)n1 (configuration not stated)
16. CC1CCC(NC(=O)C(=O)Nc2ccc3c(c2)OCO3)CC1 (configuration not stated)
17. CC(=O)C1=C(O)C(=O)N(CCc2c[nH]c3ccccc23)C1c1ccc(O)cc1 (configuration not stated)
18. CCOc1ccccc1OCCCC(=O)Nc1cc(S(=O)(=O)N2CCOCC2)ccc1OC
entry no.	13	14	15	16	17	18
Mot1-301 SUMO	-13	.	11	1	-19	4
PfHsp90 set2	-10	7	-5	-15	.	.
LANA DNA inh	-0.1	1.2	-1.0	-1.0	2.4	1.1
Cardiac RTF inh	-15	-3	-10	-6	0	-12
Rtt109 HAT inh	1	-2	-6	-1	-2	1
RTF Ca sens act	4	8	1	5	0	4
NSD2 inh	-4	-2	-3	0	5	-1
Keap1 Nrf2 FP	1	1	-1	-2	-1	5
dFosB activator	2	-9	5	3	2	0
CDK5 p35 inh	0.4	-2.4	-0.9	-2.0	-1.2	-1.2
PvdQ inh	-3	-8	-7	-18	-1	-12

19. CCOC(=O)[C@H]1[C@H]2COc3ccc(Br)cc3[C@@H]2N2C(=O)CN(Cc3ccc(OC)cc3)C(=O)[C@@]12C
20. O=C(CCC(=O)N1CCN(c2ccccn2)CC1)c1ccc(Cl)s1
21. O=C(CCCC(=O)N1CCc2ccccc21)N1CCc2ccccc21
22. CCOC(=O)c1cc(-c2ccc(C)cc2)n(CCC(=O)N2CCN(c3ccccn3)CC2)c1C
23. CCOC(=O)CNC(=O)c1c2c(nc3ccccc13)CCCC2
24. Cc1ccc(C(=O)Nc2ccc(C(=O)O)cc2)cc1S(=O)(=O)NCc1ccccc1
entry no.	19	20	21	22	23	24
Mot1-301 SUMO	1	-9	.	-18	8	-7
PfHsp90 set2	.	-8	17	-62	1	9
LANA DNA inh	-0.1	-0.8	-1.5	0.1	0.3	-1.1
Cardiac RTF inh	-10	-9	-6	-3	-2	-28
Rtt109 HAT inh	5	-1	-3	-13	.	5
RTF Ca sens act	-2	1	4	-9	2	-2
NSD2 inh	.	0	-3	1	2	-2
Keap1 Nrf2 FP	-7	-1	1	1	0	1
dFosB activator	-1	-14	-2	-26	5	-6
CDK5 p35 inh	-0.8	-0.6	0.4	-2.6	-0.3	-1.6
PvdQ inh	1	-8	-6	-17	5	-16

Additional compounds
| entry | canonical_smiles | Mot1-301 SUMO | PfHsp90 set2 | LANA DNA inh | Cardiac RTF inh | Rtt109 HAT inh | RTF Ca sens act | NSD2 inh | Keap1 Nrf2 FP | dFosB activator | CDK5 p35 inh | PvdQ inh |
| --- | --- | --- | --- | --- | --- | --- | --- | --- | --- | --- | --- | --- |
| 25 | O=C(N/N=C/c1ccnc2ccccc12)c1ccccc1O | -14 | -20 | 1.8 | -1 | 8 | 2 | 1 | -1 | -9 | -0.1 | -11 |
| 26 | C=C(C)C(=O)OCC(O)COc1ccc(C(C)(C)c2ccc(OCC(O)COC(=O)C(=C)C)cc2)cc1 (configuration not stated) | -9 | -6 | 1.2 | -6 | 0 | -3 | . | 4 | -18 | -1.0 | 0 |
| 27 | CCCCN(Cc1ccccc1)C(=O)c1cnc2n(c1=O)CCS2 | 140 | 14 | -1.3 | -6 | 0 | 5 | 0 | -6 | 4 | -0.2 | -7 |
| 28 | COc1ccc(C)cc1S(=O)(=O)N1CCN(c2cccc(C(F)(F)F)c2)CC1 | -16 | -23 | -0.8 | -2 | 10 | 0 | 0 | 2 | -8 | 0.0 | -8 |
| 29 | O=C(c1ccccc1)c1c[nH]c(C(=O)NCc2cccnc2)c1 | 70 | 0 | 3.8 | -2 | 5 | -1 | 0 | -5 | -5 | 2.5 | -20 |
| 30 | CCCN(CC(=O)Nc1ccccc1C)C(=O)c1ccc(N2CCCCC2)c([N+](=O)[O-])c1 | . | -6 | -1.1 | -8 | 2 | -16 | 5 | 0 | -14 | 3.7 | -15 |
| 31 | CC(C)CCn1c(N)c(S(=O)(=O)c2cccs2)c2nc3ccccc3nc21 | 14 | -15 | 0.2 | -2 | 0 | -5 | -2 | -2 | -13 | 1.4 | -27 |
| 32 | Cc1nn(C2CCS(=O)(=O)C2)c2nc(C3CC3)cc(C(=O)Nc3ccc(C(N)=O)cc3)c12 (configuration not stated) | . | 13 | 0.3 | 1 | 50* | 0 | -1 | 2 | -10 | 0.2 | 4 |
| 33 | CNC(=S)Nc1ccc([N+](=O)[O-])cc1C | 48 | -11 | 0.6 | 2 | -4 | 3 | 2 | -5 | 6 | 0.1 | -4 |
| 34 | CCOC(=O)C1=C(c2ccccc2)NC(SCC(=O)NC2CCCCC2)=C(C#N)C1c1ccco1 (configuration not stated) | -18 | 25 | -2.1 | -1 | 1 | 12 | 5 | -9 | -1 | -1.5 | -19 |
| 35 | COc1ccc(CNC(=O)CN(C)S(=O)(=O)c2ccccc2)cc1 | -17 | -29 | -0.7 | -8 | -14 | 4 | 0 | -5 | 1 | 0.0 | -14 |
| 36 | COc1cccc(NC(=O)[C@@H]2CCC(=O)N2C2OC(=O)c3ccccc32)c1 (some centres not stated) | 2 | 2 | 0.8 | -6 | 5 | -2 | . | 2 | -3 | 1.1 | 1 |
| 37 | CNC(=O)c1c(C)[nH]c(=S)c(C#N)c1-c1ccco1 | 0 | 4 | 0.7 | -4 | -6 | -4 | 0 | -4 | -7 | 1.0 | -3 |
| 38 | Cc1ccccc1C(=O)N1CCC(C(=O)NC2CCCC2)CC1 | -12 | -34 | 1.2 | 4 | -3 | 2 | 1 | 0 | -3 | 0.2 | -13 |
| 39 | O=C(O)COc1cccc(NC(=O)C2CCCO2)c1 (configuration not stated) | -4 | -8 | -0.2 | -10 | 0 | 12 | -1 | -1 | 1 | -0.9 | -8 |
| 40 | CN1CCN(NC(=O)COc2cccc(C(F)(F)F)c2)CC1 | -4 | 15 | -0.3 | -4 | 12 | -8 | -3 | -3 | -2 | 3.9 | 6 |
| 41 | Cc1c(C(=O)c2ccc(F)cc2)c2ccccn2c1CCc1ccccn1 | -2 | -3 | -0.1 | -10 | . | 2 | 14 | -1 | -9 | 1.3 | 0 |
| 42 | COc1ccc(CN(C)C(=O)CSc2nnc(C3CC3)n2C2CC2)cc1 | . | . | -0.3 | -16 | 1 | 1 | 2 | 5 | -12 | 0.5 | 5 |

Source: PubChem BioAssay
